NPYLR7 agonist = activates Aedes aegypti NPYLR7 receptor; 0.15% of 270,000 active; HEK293T NPYLR7/Galpha15, GCaMP6s calcium fluorescence; activation, % at 10 µM; in the data active means activation above about 40%;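 further: 0% = vehicle and 100% = reference agonist at the receptor; some compounds past the cut are filed as inactive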
hcGAS inh = human cGAS inhibition; Q8N884; AID 1259398; 0.081% of 290,000 active; inhibition, % at 12.5 µM; recombinant h-cGAS, ATP depletion, Kinase-Glo luminescence;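 further: 0% = vehicle reaction and 100% = reaction without DNA for no activity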
Target sequence (Q8N884 whole entry, looked up): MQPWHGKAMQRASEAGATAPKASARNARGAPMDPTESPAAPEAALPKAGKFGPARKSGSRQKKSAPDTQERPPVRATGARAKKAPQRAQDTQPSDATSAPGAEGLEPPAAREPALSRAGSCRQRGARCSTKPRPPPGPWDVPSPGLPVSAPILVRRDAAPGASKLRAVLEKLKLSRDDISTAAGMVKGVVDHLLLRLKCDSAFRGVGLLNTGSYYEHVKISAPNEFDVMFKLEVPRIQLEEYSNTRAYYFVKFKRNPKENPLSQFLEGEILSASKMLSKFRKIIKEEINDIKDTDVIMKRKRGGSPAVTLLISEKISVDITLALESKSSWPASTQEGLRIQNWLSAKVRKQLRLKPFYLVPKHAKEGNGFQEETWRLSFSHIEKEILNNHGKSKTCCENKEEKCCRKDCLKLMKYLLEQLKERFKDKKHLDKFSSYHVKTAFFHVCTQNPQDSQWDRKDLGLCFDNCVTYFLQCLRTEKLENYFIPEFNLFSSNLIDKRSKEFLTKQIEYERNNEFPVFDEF
mcGAS inh = mouse cGAS inhibition by luminescence; recombinant cGAS, Kinase-Glo ATP depletion luminescence; inhibition, % at 12.5 µM; 0.15% of 160,000 active; Q8C6L5; AID 1259399;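 further: 0% = negative control wells and 100% = reference inhibitor with no enzyme activity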
Starred values were filed as active, the others as inactive; nt = no result given; & = joins results of further samples. Unless noted, no stated cut-off is given here; in the data, active means inhibition above about 40%; inactive means the rest.

Preview (three entries):
Each structure is followed by: NPYLR7 agonist	hcGAS inh	mcGAS inh
- COc1ccc(-c2ccc3c(c2)COC2(CCN(C(=O)c4ccc(C)cc4)CC2)O3)c(OC)c1
  -5	-4	-5
- COc1cccc(OC)c1OCCCOc1ccc(Cl)cc1Cl
  -6	-1	nt
- C=C1C(C2(C)C=CC(=O)C(C)(C)C2CC(=O)OC)CC[C@@]2(C)[C@H](c3ccoc3)OC(=O)C3OC132 (some centres undefined)
  -10	-5	-4

The whole of this part, previewed entries included:
Each structure is followed by: NPYLR7 agonist	hcGAS inh	mcGAS inh
- COc1ccc(-c2ccc3c(c2)COC2(CCN(C(=O)c4ccc(C)cc4)CC2)O3)c(OC)c1
  -5	-4	-5
- COc1cccc(OC)c1OCCCOc1ccc(Cl)cc1Cl
  -6	-1	nt
- C=C1C(C2(C)C=CC(=O)C(C)(C)C2CC(=O)OC)CC[C@@]2(C)[C@H](c3ccoc3)OC(=O)C3OC132 (some centres undefined)
  -10	-5	-4
- COc1cc(/C=C/C(=O)c2c(O)cc(C)oc2=O)ccc1O
  6	2	27
- O=C(CSc1nc2[nH]ncc2c(=O)[nH]1)Nc1cccc(Cl)c1
  -18	2	0
- Cc1c(C(=O)N2CCC(C(N)=O)CC2)cnn1-c1ccc(Cl)cc1
  3	-14	nt
- CCOC(=O)Cn1c(C)cn2c3c(=O)n(Cc4cc(C)ccc4C)c(=O)n(C)c3nc12
  21	-3	-6
- CSc1ccc(-c2cccc([N+](=O)[O-])c2)nn1
  1	-2	-7
- CCOC(=O)c1c(CN2CCN(c3ccccc3C)CC2)n(-c2ccccc2)c2cc(Br)c(OC)cc12
  -8	-8	-5
- CC(C)CCN(Cc1ccc(OS(C)(=O)=O)cc1)C(=O)c1cccc([N+](=O)[O-])c1
  -7	2	2

Reprinted from the part before: two compounds, followed by the next part.
Each structure is followed by: NPYLR7 agonist	hcGAS inh	mcGAS inh
- CCOC(=O)c1c(CN2CCN(c3ccccc3C)CC2)n(-c2ccccc2)c2cc(Br)c(OC)cc12
  -8	-8	-5
- CC(C)CCN(Cc1ccc(OS(C)(=O)=O)cc1)C(=O)c1cccc([N+](=O)[O-])c1
  -7	2	2
- COc1ccc(CN(CCc2c[nH]c3ccccc23)C(=O)CN(CC(C)C)C(=O)Nc2ccc(C#N)cc2)cc1OC
  -4	1	2
- COc1ccccc1C(=O)N(CC(=O)N1CCc2sccc2C1COc1ccc(C(C)C)cc1)Cc1ccco1 (centres undefined)
  -2	-7	-6
- COc1ccc(C(C)=O)cc1CN1C(=O)C2(CCC2)ON=C1c1cc(Cl)ccc1OC
  10	-3	nt
- CCCCNC(=O)C1(C)CCN1C(=O)c1ccc2c(c1)CCO2 (centres undefined)
  -5	1	-1
- COc1ccccc1NC(=O)NCCCn1nc(-c2ccco2)ccc1=O
  -2	-3	nt
- CCC(C(=O)N1CC(Oc2ccccc2F)C1)n1cccn1 (centres undefined)
  -5	-12	nt
- O=C(Cc1ccc(F)cc1)Nc1ccc2c(c1)CN(CC1CC1)C(=O)CO2
  nt	-4	-4
- NC(=O)C1CCN(C(=O)C(Oc2cccc(Br)c2)c2ccccc2)C1 (centres undefined)
  1	-8	-17
- CC(=O)N[C@@H]1Cc2ccccc2[C@H]1NC(=O)c1cn[nH]n1
  0	0	-10
- CC(NCC1CNc2ccnn2C1)c1ccccc1Br (centres undefined)
  8	-12	nt
- Clc1ccc(-c2noc(CN3CCCC(OCc4cccnc4)C3)n2)cc1 (centres undefined)
  0	-5	nt
- COc1cccc(OC(C)C(=O)N2CCCC2c2nc(C(C)C)no2)c1 (centres undefined)
  nt	-9	-11
- O=C(c1ccc(Cl)c(Cl)c1)N(Cc1ccco1)CC1CCCO1 (centres undefined)
  10	-13	-5
- Cc1ccc(C(=O)N(CC(=O)N(Cc2cccn2C)CC(C)C)C2CC2)cc1[N+](=O)[O-]
  -5	-5	-5
- Cc1oc2nc[nH]c(=O)c2c1C(=O)O
  -1	-5	nt
- CCCc1nc(C)c(CNC(=O)CC2COCCN2)s1 (centres undefined)
  -4	-1	nt
- O=C(c1cc(-c2ccccc2F)nc2cc(-c3ccccc3)nn12)N1CCN(c2ccccc2F)CC1
  -1&18	-4&2	-8&-3
- COc1ccccc1-n1cc(C(=O)N2CCC3(CN(C)C(=O)O3)C2)cn1 (centres undefined)
  16	-4	nt
- COc1cccc(-c2cc(C(=O)NCc3ccc4c(c3)OCO4)c(C)n2-c2ccccc2)c1
  -1	-8	-5
- Cc1occc1C(=O)NC1CC(=O)N(CCCc2ccccc2)C1 (centres undefined)
  2	-10	nt
- COC(=O)c1ccoc1CSc1nc2cc(Cl)ccc2c(=O)[nH]1
  12	2	2
- CCOC(=O)CCC(=O)N1CCN(c2cc(Oc3cc(C)ccc3Cl)ncn2)CC1C (centres undefined)
  -7	-2	-2
- CCn1cc2c(n1)C(=O)N(c1ccccc1)C1c3ccccc3C(=O)N21 (centres undefined)
  16	-9	nt
- Cc1c(C(=O)N2CCN(C(=O)NC3CCCCC3)CC2)cc(-c2ccc(Cl)cc2)n1-c1cccc(F)c1
  18	-4	-5
- COC(=O)CSc1nc2ccccc2c(=O)n1Cc1ccc(OC)cc1
  5	-7	nt
- O=C(NC(C(=O)NC1CC1)C1CCN(C(=O)C2CCCC2)CC1)c1cccs1 (centres undefined)
  -8	-9	-5
- Cc1ccccc1C(=O)N[C@@H]1CCCCC1NC(=O)C1CCN(C(=O)/C=C/c2ccccc2)CC1 (some centres undefined)
  34	-4	-4
- O=S(=O)(Oc1ccc(Cl)cc1Cl)c1ccc(F)cc1
  5	4	nt
- CC(=O)c1ccc(N2CCN(C(=O)c3cc([N+](=O)[O-])ccc3N3CCOCC3)CC2)c(F)c1
  0	-4	-3
- COc1ccc(N)cc1S(=O)(=O)Nc1ccc(I)cc1
  1	-8	nt
- Cc1ccc(CN(Cc2ccccc2)C(=O)CN(CC2CCCO2)C(=O)c2ccc(C(F)(F)F)cc2)o1 (centres undefined)
  -2	-4	-5
- COc1ccc(Nc2nc(N3CCN(C(=O)c4ccco4)CC3)nc3[nH]ncc23)cc1
  3	-11	nt
- Cn1c(=O)c2c(nc(N3CCCC3)n2Cc2ccccc2Cl)n(C)c1=O
  2	-10	nt
- COC(=O)[C@@H](NC(=O)C1CC2CCCCN2C1)C(C)(C)C (some centres undefined)
  2	-4	nt
- CC1(C)Cc2ccccc2C(Nn2cnnc2)=N1
  -1	-15	-6
- Cc1ccc(Cn2nc(C)c(C(=O)N3CCN(C4CCS(=O)(=O)C4)CC3)c2Cl)cc1 (centres undefined)
  2	11	-4
- O=C(C1=COc2ccc(Cl)cc2C1)N1CCN(c2nc3nccc(-c4ccc5c(c4)OCO5)n3n2)CC1
  5	-4	-5
- COC1C=CC(CNC(=O)c2sc3nc(-c4cccc([N+](=O)[O-])c4)cn3c2C)(OC)O1 (centres undefined)
  1	0	-1
- Cn1c(=O)n(C)c2cc(CNC(=O)C3CCC(=O)N(CCc4ccccn4)C3)ccc21 (centres undefined)
  5&1	1&-3	nt
- CC(C)CCNC(=O)/C(C#N)=C1\N=C(NC(=O)c2cccnc2)c2ccccc21
  7	-7	nt
- CN1CCN2C[C@@H](NC(=O)c3cc4ncc(CCO)cn4n3)C[C@H]2C1
  nt	-9	-11
- CC(NCc1ccc(C(C)(C)C)cc1)c1ccc(S(C)(=O)=O)cc1 (centres undefined)
  7	-1	nt
- CCOc1ccc2nc(NC(=O)c3ccc(OC)c([N+](=O)[O-])c3)sc2c1
  1	-6	-4
- Cc1ccnc(N2C(=O)CSC2c2ccc(Cl)cc2)c1 (centres undefined)
  -5	-8	-6
- O=C(NC(=S)NCCc1ccccc1)C1CCCCC1
  1	6	nt
- CCn1c(C2CCCN(C(=O)c3csc(NC)n3)C2)nn(C)c1=O (centres undefined)
  8	-5	nt
- CCN(CC)CCn1ccnc1-c1ccc2onc(C)c2c1
  -4	0	-9
- Cc1nc(Cl)cc(Nc2cnn(C(C)(C)C)c2)n1
  0	-8	nt
- CN(Cc1ccccc1C(F)(F)F)C(=O)NC1CCN2CCCC12 (centres undefined)
  3&-4	-9&-1	0
- CC(C)CN(CC(=O)N1CCSC1c1ccc(F)cc1)Cc1c(F)cccc1F (centres undefined)
  -1	4	0

(listing goes on)
Each structure is followed by: NPYLR7 agonist	hcGAS inh	mcGAS inh
- CCCCN(Cc1cccn1Cc1ccccc1Cl)C(=O)c1ccc(Cl)cc1Cl
  nt	-5	-6
- CC(=O)NC1C(OCC(C)C)OC(COC(C)=O)C(OC(C)=O)C1OC(C)=O (centres undefined)
  -8	-6	nt
- CCN(CC)Cc1cnc2c(C(=O)N3CCCC3c3ccco3)cnn2c1 (centres undefined)
  -3	-6	-12
- CC(=O)Nc1ccc(S(=O)(=O)NNc2cccc(C)c2)cc1
  -2	4	nt
- Cc1ccc(NC(=O)C(C)Sc2n[nH]c(N)n2)cc1 (centres undefined)
  -1	3	nt
- O=C(Cn1cnc(Cl)c1Cl)NCc1n[nH]c(=O)c2ccccc12
  -5	-4	nt
- OCC1CN=C(c2ccccc2)NO1 (centres undefined)
  -2	4	3
- CS(=O)(=O)NC1=NCN(Cc2ccccn2)CN1
  -2	1	-3
- COc1cccc(NC(=O)CSc2nc(=O)n(CCO)c3c2CCC3)c1
  -11	-7	-8
- O=C(NCCn1nc(-c2ccncc2)ccc1=O)Nc1ccc(F)cc1F
  10	-12	nt
- COc1ccc(-c2noc(-c3ccc(OC)c(OC)c3)n2)cc1
  17	-8	-2
- Cc1cc(C)n2ncc(-c3ccccc3)c2n1
  1	5	0
- Nc1nc(/C=C/c2ccc(Br)cc2)nc(-c2ccccc2O)n1
  5	-8	nt
- CCc1ccc(/C(Cl)=C/C2C(C#N)=C(C)N=C(C)C2C#N)cc1 (centres undefined)
  14	-4	nt
- Cc1ccsc1CN(C)C(=O)c1cnc(C(C)C)nc1C
  0	-3	-8
- Cc1ccccc1CSc1nc(=O)n2cccc(C)c2n1
  5	-12	nt
- CC(=O)C(C)n1c(=O)c2c(nc3n(-c4ccccc4F)c(C)c(C)n23)n(C)c1=O (centres undefined)
  -1	-4	nt
- Oc1cccc(O)c1
  -6	-6	nt
- Cc1ccc(Cn2c(C)c(C)n3c4c(=O)n(C)c(=O)n(C)c4nc23)cc1
  -5	-3	nt
- COCCNC(=O)c1nn(-c2ccccc2F)c(=O)n(Cc2cccc(OC)c2)c1=O
  7	2	-3
- O=C(c1ccccc1)N1N=C(c2ccco2)CC1c1ccccc1O (centres undefined)
  nt	-9	-9
- C=CCn1c(C2CC(=O)N(C)C2)nc2ccccc21 (centres undefined)
  0	-7	-9
- CCN(CC)CCCNC(=O)c1nn2c(C(F)(F)F)cc(-c3cccs3)nc2c1Cl
  -6	-2	-4
- CCOC(=O)C(C)Sc1nc2c([nH]c3ccccc32)c(=O)n1-c1cccc(OC)c1 (centres undefined)
  -1	-4	-6
- CN1CC2(CCN(C(=O)CCc3ccc(=O)[nH]n3)C2)OC1=O (centres undefined)
  -4	-5	nt
- Cc1nc(C(F)(F)F)ccc1C(=O)N1CCC1(C)C(=O)Nc1nccs1 (centres undefined)
  5	-6	-5
- O=C(c1cccs1)N(Cc1nccn1Cc1ccc(C(F)(F)F)cc1)CC1CC1
  5	10	-2
- Cc1nnc(-c2cc3ccccc3n2Cc2ccc(Br)cc2)o1
  -6	-3	-9
- COc1ccc(OC)c(NC(=O)NCCN(C(C)C)C(C)C)c1
  -9	-7	-3
- Cc1cc(CN(c2ccc(C#N)cc2)S(C)(=O)=O)on1
  9	-7	nt
- CC(Nc1ccc(S(=O)(=O)C(F)F)cc1)c1ccc(N2CCOC2=O)cc1 (centres undefined)
  6&1	-7&0	nt
- Cc1nc2ccccn2c1CN(C)C(=O)CC1(c2cccc(C(F)(F)F)c2)CC(=O)N(C2CC2)C1=O (centres undefined)
  16	-9	-12
- C=CCOC(CN1CCN(C(=O)c2cc(C)nn2C)CC1)c1cccc(OC)c1 (centres undefined)
  3	1	-3
- CC(=O)c1cccc2c1OC(C)C(=O)N2Cc1ccc(F)cc1 (centres undefined)
  5	2	nt
- Cc1cccn2c(=O)nc(SCC(=O)Nc3ccc(F)cc3F)nc12
  7	2	nt
- Cc1ccc(CNC(=O)CCC2CCCN(C(=O)c3ccc4c(c3)OCO4)C2)o1 (centres undefined)
  6	-8	nt
- N#Cc1c(-c2ccccc2Cl)c2c([nH]c1=S)CCCC2
  0	1	-3
- CCOc1ccc(/C=C2\N=C(c3ccccc3)OC2=O)c(OC)c1
  1	-4	-4
- CCCCNC(=O)c1cc(-c2ccc(F)cc2)nc2cc(C(C)(C)C)nn12
  7	-7	-11
- O=S(=O)(CCCOc1ccc2c(c1)OCO2)NC1CCCCC1
  -1	1	-1
- FC(F)(F)c1ccc(CNc2nc(-c3cc(Cl)cc(Cl)c3)nc3ccccc23)cc1
  -1	-4	-5
- c1cc(N2CCOCC2)ncc1Nc1ccc2nnnn2n1
  -3	1	nt
- CCCn1c(=O)c2ccccc2n2c(SCc3ccccc3)nnc12
  -11	5	nt
- COCCNC(=O)CCC1CCN(C(=O)CCCCc2ccccc2)CC1
  10	-5	nt
- Cc1ccc(-c2c(C)[nH]n3c(=O)cc(C)nc23)cc1
  1	-7	-6
- O=C(c1ccc(S(=O)(=O)N2CCOCC2)cc1)N1CCc2ccccc21
  4	-4	nt
- CC(=O)NCC(c1ccc(C(C)C)cc1)N1CCc2sccc2C1 (centres undefined)
  4	-9	nt
- CSc1ncc(CN2CCCC(C(=O)c3ccc4c5c(cccc35)CC4)C2)cn1 (centres undefined)
  4	-12	-10
- Cc1cc(C)n2nc(SCC(=O)c3ccccc3)nc2n1
  1	-8	-8
- COc1ncc(CN2CCC3(CCNC(=O)CC3)CC2)cn1
  8	-5	nt
- CCCn1ccnc1CN1CCc2onc(-c3cccc4ccccc34)c2C1
  11	-5	-1

Assay outcomes (PubChem)
